Screening results (PubChem)
Runt-SMMHC FRET: inhibitors of RUNX1 Runt–CBFb-SMMHC binding, primary screen, biochemical, FRET, Cerulean-Runt, Venus-CBFb-SMMHC, uHTS; Cerulean-Runt/Venus-CBFb-SMMHC FRET ratio 530/480, 1 h; Runt-related transcription factor 1 (Homo sapiens) + Core-binding factor subunit beta …; hit rate 0.74% among 220,000; inhibition, % at 20 µM; AID 1434, 2008;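 active = mean inhibition across duplicate retests at 20 µM reaching about 50%, limit read from the data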;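 note: 0% = DMSO wells and 100% = wells with excess untagged CBFb-SMMHC; inhibitors lower the FRET ratio by blocking Runt binding to CBFb-SMMHC; some results filed as inactive read as strong as hits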
PGE2 EP2 inh: human EP2 receptor antagonists, primary screen, TR-FRET cAMP, C6 glioma cells; hit rate 0.52% among 260,000; Prostaglandin E2 receptor EP2 subtype (Homo sapiens), P43116; inhibition, % at 25 µM; C6 glioma cells expressing human EP2; cells stimulated with saturating PGE2; AID 1422, 2008;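 active = percent inhibition above 40 after rounding to a whole number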;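 note: rat C6 glioma host cells with rolipram phosphodiesterase inhibitor present; the protocol text gives 20 µM as final concentration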
RBBP9 inhibitor: human RBBP9 inhibitors, primary screen, biochemical, fluorescence polarization, FP-Rh probe, HTS; Serine hydrolase RBBP9 (Homo sapiens), O75884; hit rate 0.2% among 220,000; AID 1515, 2009; recombinant RBBP9; inhibition, % at 7.94 µM;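 active = inhibition above the campaign mean of all tested compounds plus 3 SD, cut at about 14% in these data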;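 note: plate controls were DMSO wells with RBBP9 for no effect and wells lacking RBBP9 protein for full effect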
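Test system: recombinant human RBBP9; Timing: 30 min then 45 min, 25 °C; Detection: fluorescence polarization; Control set: RBBP9 with DMSO as uninhibited control, no-protein wells as full inhibition; Compound dosing: one concentration, 7.94 µM nominal, 0.794% DMSO; Probe or stimulus: FP-Rh activity-based probe, 375 nM before mixing.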
L929 necroptosis: inhibitors of zVAD-triggered necroptosis, primary screen, L929 cells | viability rescue, % at 10 µM | AID 1377, 2008 | hit rate 0.38% among 220,000 | L929 zVAD necroptosis rescue, ATP luminescence, 24 h; with zVAD 60 µM;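 active = activation, scaled between plate controls, above about 75%, limit read from the data; inactive = activation under that limit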;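 note: 0% = zVAD with DMSO and 100% = DMSO alone without zVAD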
Runt-CBFb FRET: inhibitors of RUNX1 Runt–CBFb binding, primary screen, biochemical, FRET, Cerulean-Runt, Venus-CBFb, uHTS | hit rate 0.46% among 220,000 | Cerulean-Runt/Venus-CBFb FRET ratio 530/480, 1 h | Runt-related transcription factor 1 (Homo sapiens) + Core-binding factor subunit beta … | inhibition, % at 20 µM | AID 1496, 2009;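 active = inhibition over about 50% at 20 µM in the single-dose screen, limit read from the data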;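 note: 0% = DMSO wells and 100% = excess unlabeled CBFb competitor control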
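Reagent – Venus-CBFb binding partner, 100 nM · Assay system – Cerulean-tagged RUNX1 Runt domain (FRET donor) fusion protein · Input – 100 nM per protein · Incubation – two 1 h room-temperature incubations shielded from light · Measured by – FRET fluorescence · Medium – Tris buffer pH 7.5 with salts and BSA · Benchmarks – unlabeled CBFb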
EP2 modulator: EP2 receptor modulators, cAMP readout, primary screen, cell-based, HTRF cAMP, PGE2 stimulation | EP2-expressing cells, cAMP HTRF FRET, PGE2 co-stimulation | Prostaglandin E2 receptor EP2 subtype (Homo sapiens), P43116 | induction, % at 25 µM | hit rate 0.83% among 260,000;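 active = compounds whose cAMP rise, as percent of the full-agonist control response, exceeds 60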;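 note: rat C6 glioma line stably carrying human EP2 under a CMV promoter; the protocol text gives 20 µM as final concentration; 100% = response of wells given 1 µM PGE2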
Hck-Nef inh: inhibitors of Nef-activated human Hck kinase, primary screen, biochemical, Z-Lyte FRET, 384-well, Hck-YEEI; Tyrosine-protein kinase HCK (Homo sapiens), P08631; Recombinant Hck-YEEI plus Nef, Z-Lyte FRET kinase assay; inhibition, % at 20 µM; hit rate 0.68% among 220,000;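 active = Hck-Nef kinase inhibition above about 50%, limit read from the data; inactive = inhibition below that limit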;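 note: 0% = DMSO with Hck plus Nef and 100% = Hck alone without Nef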
TNF necrop inh: inhibitors of TNF-alpha triggered necroptosis, primary screen, cell-based, Jurkat FADD-/-, single concentration; Jurkat FADD-/- TNF necroptosis rescue, ATP luminescence, 24 h; 0 = TNF only, 100 = no-TNF cells; activation (protection from cell death), % at 10 µM; hit rate 0.068% among 220,000; AID 463075, 2010;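 active = activation, meaning protection from cell death, of at least 50% relative to plate controls; inactive = activation below 50%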;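 note: necroptosis triggered by 40 ng/mL TNF-alpha added together with compound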
PERK inh: block of dimerizer-induced PERK translation repression, primary screen, PERK inhibitor project, CHO PERK-DD cells, SEAP luminescence, HTS; hit rate 0.17% among 220,000; CHO PERK-DD fusion, SEAP luminescence translation reporter; AID 1416, 2008; inhibition, % at 5.6 µM;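 active = inhibition above the mean inhibition of all tested compounds plus 3 SD, set separately per screening campaign, cut at about 2.9% in these data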;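 note: PERK kinase domain activated by AP20187 dimerizer at 100 nM; 0% = DMSO with dimerizer and 100% = rapamycin at 8.4 µM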
Target sequence (Q9NZJ5 whole entry, looked up, the tested form may be a part): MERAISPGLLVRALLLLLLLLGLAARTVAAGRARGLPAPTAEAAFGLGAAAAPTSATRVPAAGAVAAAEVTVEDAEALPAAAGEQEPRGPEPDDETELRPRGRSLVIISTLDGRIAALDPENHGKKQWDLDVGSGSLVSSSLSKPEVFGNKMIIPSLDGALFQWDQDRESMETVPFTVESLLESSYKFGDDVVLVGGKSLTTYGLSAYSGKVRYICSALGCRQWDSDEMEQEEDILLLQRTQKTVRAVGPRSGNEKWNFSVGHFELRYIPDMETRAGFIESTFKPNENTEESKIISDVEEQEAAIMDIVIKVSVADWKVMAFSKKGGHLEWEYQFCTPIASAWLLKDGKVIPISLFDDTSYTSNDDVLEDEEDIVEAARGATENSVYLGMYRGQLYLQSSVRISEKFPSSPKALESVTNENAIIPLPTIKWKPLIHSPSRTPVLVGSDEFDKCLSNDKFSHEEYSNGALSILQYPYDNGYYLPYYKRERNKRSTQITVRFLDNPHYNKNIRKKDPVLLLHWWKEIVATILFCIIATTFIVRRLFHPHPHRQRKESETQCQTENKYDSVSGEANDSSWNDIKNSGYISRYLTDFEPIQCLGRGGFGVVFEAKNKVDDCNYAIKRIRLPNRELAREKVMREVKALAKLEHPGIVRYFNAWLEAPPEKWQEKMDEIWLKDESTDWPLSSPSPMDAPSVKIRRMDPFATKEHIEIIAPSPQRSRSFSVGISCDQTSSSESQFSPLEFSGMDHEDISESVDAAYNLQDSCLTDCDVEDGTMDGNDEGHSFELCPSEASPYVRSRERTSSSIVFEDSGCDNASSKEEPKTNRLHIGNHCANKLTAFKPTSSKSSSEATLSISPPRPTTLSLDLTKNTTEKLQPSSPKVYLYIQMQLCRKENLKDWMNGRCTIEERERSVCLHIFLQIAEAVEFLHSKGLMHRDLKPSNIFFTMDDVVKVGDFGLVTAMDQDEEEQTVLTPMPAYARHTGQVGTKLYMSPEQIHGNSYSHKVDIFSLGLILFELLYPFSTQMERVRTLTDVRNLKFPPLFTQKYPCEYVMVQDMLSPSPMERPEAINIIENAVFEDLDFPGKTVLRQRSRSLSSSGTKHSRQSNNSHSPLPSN
* hit, by the source's call; nt = not tested or not shown; & = joins results of further samples.

SMILES | Runt-SMMHC FRET | PGE2 EP2 inh | RBBP9 inhibitor | L929 necroptosis | Runt-CBFb FRET | EP2 modulator | Hck-Nef inh | TNF necrop inh | PERK inh
Cc1ccc(Cn2c(CN3CCN(C(=O)c4ccco4)CC3)nc3c2c(=O)n(C)c(=O)n3C)cc1 | -2 | nt | 0 | -0.1 | -4 | 1 | -1 | -1.2 | -0.8
CCN(CC)c1ccc(/C=C(/C#N)c2nc3ccc(C)cc3[nH]2)c(OC(C)C)c1 | -284 | 6 | -7 | 4.8 | -131 | -13 | -6 | -3.7 | -1.1
Cc1ccc2c(c1)[nH]c1c(=O)n(CCCN3CCOCC3)cnc12 | -1 | 7 | 3 | 1.2 | -2 | 14 | 3 | 1.3 | 0.9
COc1cccc(C(=O)C2CCCN(Cc3cn(C)nc3-c3ccccc3)C2)c1 (stereo not given) | 4 | 2 | 1 | -0.5 | -1 | -18 | 10 | 0.3 | -0.3
COc1ccc(S(=O)(=O)N2CCCC2C(=O)NCc2cccs2)cc1 (stereo not given) | 1 | 8 | 3 | 0.9 | 0 | 8 | 0 | -1.2 | -0.8
CCC(Sc1ncccc1C(=O)OC(C)C)C(=O)NCc1ccco1 (stereo not given) | 1 | 7 | -1 | -1.4 | 2 | 22 | -2 | -0.9 | -2.8
COc1cccc(/C=C/C2=CC(C)(C)NC(=S)N2)c1 | 3 | 7 | -8 | 30 | 4 | -89 | 24 | 2.3 | 0.7
Cc1ccc(CNC(=O)c2ccccc2CCc2ccccc2)cc1 | 1 | 2 | -8 | 0.7 | -1 | 23 | 0 | -2.9 | -0.3
CCCCn1c(SCc2ccc(C(=O)OC)o2)nc2cc(S(N)(=O)=O)ccc21 | -1 | 3 | -11 | 0.2 | -1 | 20 | 0 | -8.2 | -1.0
COc1cccc(CCNc2ccc(N3C(=O)CC(C)C3=O)cc2[N+](=O)[O-])c1 (stereo not given) | -8 | 2 | 1 | 8.6 | -5 | -64 | 25 | 1.0 | 1.2
CCNC(=O)NC(=O)C(C)Sc1ncc(C(F)(F)F)cc1Cl (stereo not given) | 3 | 8 | -8 | 0.1 | -2 | 18 | 26 | 0.9 | -0.6
CCN(CC)C(=O)c1cc2c(=O)c3cc(Cl)ccc3oc2nc1C | 1 | 11 | -6 | -1.1 | 3 | 8 | 3 | 1.0 | -0.1
COc1ccc(OC)c2c1CC(C)(C)NC2=O | 3 | 8 | -5 | 3.2 | 2 | 18 | 2 | 0.7 | 0.6
COc1cccc(Cn2nnc3c(=O)[nH]c(C4CCCN(C(=O)c5ccccc5Cl)C4)nc32)c1 (stereo not given) | -1 | 12 | -14 | -0.3 | -4 | 29 | 3 | -7.4 | -0.3
Cc1c(CC(=O)O)c(=O)oc2cc(OCc3nn[nH]n3)ccc12 | 2 | 4 | -8 | 0.1 | -1 | 28 | 1 | -2.8 | -0.4
O=C(NCCSc1c[nH]c2ccccc12)c1ccc(Br)o1 | -1 | 8 | 3 | 0.6 | 1 | -1 | 23 | -4.1 | -0.1
Cc1cc(NC(=O)CSc2ncccn2)no1 | 5 | 26 | 4 | -0.1 | 1 | 2 | 3 | -0.7 | 0.3
O=C(Nc1cnn(Cc2ccc(Cl)cc2Cl)c1)c1cc(-c2cccs2)on1 | -3 | 2 | -2 | 0.0 | 1 | -47 | -1 | -0.5 | -0.5
CC(C)[C@H](NC(=O)OC(C)(C)C)C(=O)N/N=C/c1cccc2nccnc12 | 3 | 11 | -4 | 0.5 | -1 | -4 | -2 | -1.9 | -1.0
O=C(c1cnn2c(C(F)(F)F)cc(-c3cccs3)nc12)N1CCN(Cc2ccccc2)CC1 | 7 | 13 | -4 | -1.4 | -3 | -13 | 11 | -8.0 | -1.0
CC(C)(Oc1ccc(Cl)cc1)C(=O)OCC(=O)Nc1ncc(Cl)cc1Cl | 1 | 5 | -3 | -0.1 | 1 | -21 | 0 | -0.7 | 0.1
Cc1cc(-c2ccccc2)n2ncc(C#N)c2n1 | -2 | 8 | -2 | 1.4 | 0 | 11 | 0 | -1.4 | 0.9
CSc1cccc(NC(=O)CSc2ccc(Cl)cc2)c1 | 1 | 16 | -2 | 0.6 | -2 | -29 | -1 | 2.2 | 0.3
COc1ccc(CC(=O)c2ccc(OC)c(OC)c2)cc1 | 1 | 12 | 1 | 0.2 | -2 | -3 | 4 | -0.3 | 0.1
CC1CCCCN1CCNC(=O)C1CC(=O)N(c2ccc(F)c(Cl)c2)C1 (stereo not given) | 1 | 9 | -5 | 0.1 | 1 | -11 | 1 | 0.7 | -0.3
Cc1cc(S(=O)(=O)NCc2cccnc2)ccc1-n1cnnn1 | 0 | 4 | 2 | -0.2 | -1 | 15 | 1 | -1.9 | 0.7
O=C(OCc1ccc2c(c1)OCO2)c1ccc(S(=O)(=O)N2CCCC2)cc1 | -2 | 20 | 1 | -0.5 | -1 | 0 | 7 | 1.1 | 0.7
O=C(N/N=C1\CCc2ccccc21)c1ccccc1O | -4 | 8 | -7 | 1.2 | 4 | 18 | 3 | -3.1 | 0.9
CC(NC(=O)COC(=O)CCc1ccccc1)c1ccccc1 (stereo not given) | -2 | 3 | 2 | 0.6 | -1 | 12 | 2 | 0.5 | 1.1
Cc1ccc(CNC(=O)c2ccc(Br)o2)cc1 | 2 | 7 | 6 | 1.8 | -1 | 3 | 0 | 3.6 | 2.0
CSCCC1NC(=O)N(CC(=O)Nc2cccc3ccccc23)C1=O (stereo not given) | 1 | 6 | 1 | -0.1 | -2 | 2 | 0 | -0.8 | 1.2
Cn1c(SCC(=O)NCC2CCCO2)nnc1-c1cccc(NC(=O)c2ccccc2F)c1 (stereo not given) | 0 | 11 | -2 | 1.4 | 0 | -1 | -17 | 0.7 | 0.4
CC(C)CN(CC(C)C)C(=O)CS(=O)(=O)Cc1ccccc1 | -1 | 11 | 4 | -0.9 | 0 | 20 | 5 | -2.4 | 0.7
Nc1nnc(CC(=O)N/N=C\c2ccc(-c3cccc(Cl)c3)o2)s1 | 0 | 4 | -12 | -0.4 | 1 | -9 | 34 | 1.4 | 0.9
COc1ccc(NC2=NCC(=O)N2c2ccccc2)c(OC)c1 | 2 | 21&13 | 1 | -0.5 | 2 | 4&-1 | 0 | -0.5 | 1.8
CC1CCN(C(=O)c2ccc(N3C(=O)C4CCC(C)CC4C3=O)cc2)CC1 (stereo not given) | -6 | 9 | 0 | 3.0 | 1 | -19 | 6 | 1.3 | 0.1
COc1cc(-c2nc(-c3ccccc3)c(-c3cccs3)[nH]2)cc(OC)c1O | 32 | 14 | -2 | 0.3 | 25 | 20 | 1 | -4.3 | 0.4
CC(C)N=C(NC#N)SCC(=O)NC(C)(C)C | 2 | 4 | -3 | 0.3 | -2 | 12 | 0 | -0.5 | 0.3
CCn1c(N2CCN(CC(=O)c3c(C)n(C)c4ccccc34)CC2)nc2c1c(=O)[nH]c(=O)n2C | 3 | 18 | -7 | -0.1 | 0 | -7 | 3 | -7.7 | -0.6
O=C(CCNC(=O)c1ccc(Br)o1)NC1CCCC1 | -2 | 6 | -8 | 0.6 | -4 | 30 | 9 | 0.2 | 0.8

Arranged by the number under Hck-Nef inh (high to low): 3 from the list above
molecule | Runt-SMMHC FRET | RBBP9 inhibitor | Runt-CBFb FRET | EP2 modulator | Hck-Nef inh | PERK inh
O=C(NCCSc1c[nH]c2ccccc12)c1ccc(Br)o1 | -1 | 3 | 1 | -1 | 23 | -0.1
COc1cccc(C(=O)C2CCCN(Cc3cn(C)nc3-c3ccccc3)C2)c1 (stereo not given) | 4 | 1 | -1 | -18 | 10 | -0.3
CCN(CC)C(=O)c1cc2c(=O)c3cc(Cl)ccc3oc2nc1C | 1 | -6 | 3 | 8 | 3 | -0.1

Going on with the list:
SMILES | Runt-SMMHC FRET | PGE2 EP2 inh | RBBP9 inhibitor | L929 necroptosis | Runt-CBFb FRET | EP2 modulator | Hck-Nef inh | TNF necrop inh | PERK inh
Cc1ccccc1OCCCC(=O)Nc1ccccc1C(F)(F)F | -2 | 11 | -2 | 0.0 | -1 | -5 | 1 | 0.3 | -0.1
O=C(Cc1cccc2ccccc12)Nc1ccc2c(c1)C(=O)NC2=O | -4 | 3 | -10 | 1.4 | 0 | -29 | -2 | -2.1 | 0.7
CC(C(=O)Nc1ncc2c(n1)CC(C)(C)CC2=O)N1C(=O)c2ccccc2C1=O (stereo not given) | 0 | 13 | -8 | -0.1 | -2 | -6 | 1 | -3.6 | -0.2
Cc1cccnc1NC(=S)Nc1ccc(Br)cc1Cl | 18 | 11 | -1 | 0.9 | 15 | 8 | 8 | -0.3 | 0.3
COc1ccc(Br)cc1C(C[N+](=O)[O-])c1c(N)n(C)c(=O)n(C)c1=O (stereo not given) | -4 | 5 | -4 | 30 | 6 | -19 | 33 | -24 | -1.4
CCN(CC)S(=O)(=O)c1cccc(-c2nc3n(n2)Cc2ccccc2-3)c1 | -3 | 1 | 1 | 1.8 | -7 | -9 | 2 | 0.0 | -0.7
FC(F)(F)c1nc(-c2ccccc2)ncc1-c1nnnn1-c1ccccc1 | -6 | 5 | -3 | 0.6 | 0 | 10 | 4 | -7.6 | -1.4
O=C(N/N=C/c1ccccc1Br)c1ccc(CSc2cccc3cccnc23)cc1 | 1 | 9 | -9 | 1.3 | 0 | -58 | -14 | -4.0 | -1.8
O=S(=O)(Nc1ccc(Cc2ccncc2)cc1)c1ccc(Cl)s1 | 1 | 15 | -9 | 0.5 | -1 | 19 | 2 | 3.2 | 0.2
CCn1nnc(NC(=O)COc2ccc(C3CCCCC3)cc2)n1 | -2 | 8 | 0 | -0.2 | -7 | 40 | 0 | -0.6 | 0.1
CCOc1cccc2cc(C(N)=O)c(=NCc3ccccc3)oc12 | -5 | 17 | -1 | -0.1 | -9 | 14 | 0 | -1.8 | -0.5
Clc1ccc(CSc2nnc(-c3c[nH]c4ccccc34)o2)cc1 | -2 | 14 | -5 | 1.0 | 2 | -52 | 2 | -1.5 | 0.8
O=C(Cc1ccccc1)Nn1c(-c2ccccc2)nc2ccccc2c1=O | -1 | 9 | 1 | 1.7 | -2 | 3 | 3 | 2.3 | -0.3

Some of the compounds tested (hit frequency here may not be typical).
